Screening results as filed in PubChem BioAssay.
CCT chaperon mod = changes cytosolic chaperonin activity | activity change, % (test concentration not listed), hits read low | purified chaperonin ATPase assay, HTRF ADP detection, 30 min | 360,000 compounds, 0.3% hits | AID 651819; in the data active = activity change below about -30%; also: % is scaled to controls: 0 for no effect and ±100 for the full control effect
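We incubate TRiC, 40 or 20 nM final, with library compounds at 76 uM and 10 uM ATP for 30 min at 37 °C. ADP formed is detected with Transcreener HTRF reagents after 30 min at room temperature.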
Akt phos inh = blocks phosphorylation of Akt | Neuro2A IGF-stimulated pAkt S473 HTRF, 20 min; active compounds read low | activity change, % for hits at 50 µM | 360,000 compounds, 0.32% hits | AID 651550; in the data active = activity change below about -80%; inconclusive = mostly about -51% to -80%; also: % is scaled to controls: 0 for no effect and ±100 for the full control effect
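Neuro2A cells (4,500/well, DMEM with 0.5% FBS) were treated with compound at a single 50 µM final concentration, stimulated with 6 nM IGF for 20 min at 37 °C, and lysed. Phospho-Akt Ser473 was read by HTRF as 665/615 ratio ×10^4.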
Nrf2 ARE act = Nrf2 pathway activation. AREc32 ARE-luciferase reporter (MCF7-derived line), luminescence, 24 h. 410,000 compounds, 0.31% hits. AID 624171. Potency, µM (top dose mostly 46.1 µM), for the others: top-dose activation, hits mostly activators; also: potency is read from the fitted curve at half-maximal effect; % of control where 0% means no effect; nearly all actives have a fitted effect of over 65% in size
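Luciferase luminescence (Steady-Glo, 30 min at room temperature) served as the read-out of ARE activation in AREc32 cells treated with compounds for 24 hr at 37 deg C.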
EPAC2 antagonist = blocks human EPAC2 exchange factor. EPAC2 GEF exchange of Rap1B-BODIPY-GDP, fluorescence. 360,000 compounds, 0.18% hits. Q8WZA2. Potency, µM (highest dose often 114 µM), for inactives: top-dose activity, negative = inhibition, actives largely listed as inhibitors; also: potency is read from the fitted curve at half-maximal effect; % is scaled to controls: 0 for no effect and ±100 for the full control effect; nearly all actives have a fitted effect of over 45% in size; many of its hits are not listed in these tables
Target sequence (Q8WZA2 whole entry, looked up): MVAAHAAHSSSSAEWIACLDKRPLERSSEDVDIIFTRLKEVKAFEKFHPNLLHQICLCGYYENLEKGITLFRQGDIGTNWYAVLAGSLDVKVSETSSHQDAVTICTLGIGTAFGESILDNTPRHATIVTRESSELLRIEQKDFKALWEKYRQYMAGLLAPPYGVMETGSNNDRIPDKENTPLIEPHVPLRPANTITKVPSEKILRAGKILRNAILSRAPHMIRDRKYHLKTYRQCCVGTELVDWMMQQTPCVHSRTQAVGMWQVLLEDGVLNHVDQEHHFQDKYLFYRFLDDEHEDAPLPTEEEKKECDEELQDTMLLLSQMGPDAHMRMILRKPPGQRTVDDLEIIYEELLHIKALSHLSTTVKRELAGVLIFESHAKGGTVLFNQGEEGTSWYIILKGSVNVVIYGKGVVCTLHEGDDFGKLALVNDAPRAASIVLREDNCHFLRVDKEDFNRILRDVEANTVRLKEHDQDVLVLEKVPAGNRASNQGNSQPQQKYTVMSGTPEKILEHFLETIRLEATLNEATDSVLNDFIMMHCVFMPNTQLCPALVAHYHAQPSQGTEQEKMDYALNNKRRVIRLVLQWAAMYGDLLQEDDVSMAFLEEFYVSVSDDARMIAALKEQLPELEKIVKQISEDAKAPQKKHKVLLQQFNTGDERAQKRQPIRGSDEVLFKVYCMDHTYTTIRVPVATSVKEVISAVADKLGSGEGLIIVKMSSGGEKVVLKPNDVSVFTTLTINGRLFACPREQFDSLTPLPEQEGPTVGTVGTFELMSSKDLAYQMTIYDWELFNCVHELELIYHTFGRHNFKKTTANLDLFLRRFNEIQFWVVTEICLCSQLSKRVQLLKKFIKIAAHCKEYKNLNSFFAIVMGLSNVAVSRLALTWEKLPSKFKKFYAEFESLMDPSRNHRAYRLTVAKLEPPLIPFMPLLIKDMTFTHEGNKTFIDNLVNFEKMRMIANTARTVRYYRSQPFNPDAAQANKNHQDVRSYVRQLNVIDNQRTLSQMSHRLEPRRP
Nrf2 inh = inhibitors of Nrf2 signaling. Potency, µM (series often up to 46 µM), without a hit: at the top dose activity change, negative = inhibition, usual class: inhibitors. AID 504444. A549 ARE-Fluc reporter, luciferase luminescence, 18-24 h. 360,000 compounds, 2.1% hits; also: potency is read from the fitted curve at half-maximal effect; % is scaled to controls: 0 for no effect and ±100 for the full control effect; nearly all actives have a fitted effect of over 60% in size
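Cells were seeded and rested 2 h, then exposed to compounds for 18-24 h. CellTiter-Fluor was read first as a viability measure. BugLite was added 15 min before the final luminescent read of ARE-luciferase activity in A549 cells.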
EPAC2 agonist = agonists of human EPAC2 (RAPGEF4); Q8WZA2; EPAC2 activation, biochemical qHTS; response scale: 100% = 6.5 mM cAMP response; Potency, µM (titrated, usually from 154 µM), without a hit: top-dose activation, usual class: activators; 360,000 compounds, 0.079% hits; AID 720711; also: potency is read from the fitted curve at half-maximal effect; nearly all actives have a fitted effect of over 50% in size
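Fluorescence exchange assay: 100 nM EPAC2 with 250 nM RAP1B-BODIPY-GDP and 50 uM GDP; compounds tested as a concentration-titration series (qHTS). Loss of Rap1-bound BODIPY-GDP fluorescence read at 480/540 nm; data normalized to 6.5 mM cAMP.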
MmCpn inh = M. maripaludis TRiC chaperonin inhibition | 330,000 compounds, 0.031% hits | purified Mm-Cpn ATPase, ADP Transcreener TR-FRET | Potency, µM (titrated, usually from 76.9 µM), for inactives: at the top dose activity, negative = inhibition, hits mostly inhibitors; also: potency is read from the fitted curve at half-maximal effect; % is scaled to controls: 0 for no effect and ±100 for the full control effect; nearly all actives have a fitted effect of over 80% in size
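Purified archaeal Mm-CPN (25nM final) preincubated 10 min at 37degC with compound, then 10uM ATP for 30 min at 37degC; ADP measured by HTRF Transcreener TR-FRET; buffer 30 mM TRIS pH 7.4, 100mM KCl, 5mM MgCl2, 1mM DTT.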
TGFb inhibitor = inhibitors of TGF-b signaling; HepG2 CAGA-GFP TGF-b/SMAD3 reporter, GFP fluorescence, 18 h; TGF-beta stimulated, 500 pg/mL final; Potency, µM (doses to about 46.1 µM), for inactives: at the top dose activity, negative = inhibition, usual class: inhibitors; 410,000 compounds, 1.2% hits; also: potency is read from the fitted curve at half-maximal effect; % is scaled to controls: 0 for no effect and ±100 for the full control effect; nearly all actives have a fitted effect of over 65% in size
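TGF-beta reporter screen: HEPG2 CAGA-GFP, 1% FBS, 500 pg/mL TGF-beta final, 18 h; per-cell GFP summed per well; curves fitted and categorized by class.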
A549 tox = A549 cytotoxicity, counter-screen for Nrf2 inhibitors; A549 ARE-Fluc cells, CellTiter-Fluor viability, 18-24 h; Potency, µM (highest dose often 46 µM), without a hit: at the top dose activity change, negative = cytotoxicity, usual class: inhibitors; 390,000 compounds, 0.16% hits; AID 504648; also: potency is read from the fitted curve at half-maximal effect; % is scaled to controls: 0 for no effect and ±100 for the full control effect
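Cytotoxicity counterscreen: CellTiter-Fluor fluorescence was measured in A549 ARE_Fluc cells after 18-24 h of compound exposure in a concentration series. The subsequent BugLite luminescent read reports ARE-luciferase activity.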
Numbers without * were called inactive; i = inactive; ? = inconclusive; · = no result given; [ ] = dose if it differs, or a comment. Unless noted, calls follow the shape of the dose curve; as a rule, active = well fitted curve in the direction sought with a large enough effect; inconclusive = small, poorly fitted or top-dose-only effect, or another doubt; inactive = no such curve, though single readings can be large; an effect the other way counts as inactive or inconclusive.

Values run as follows: CCT chaperon mod	Akt phos inh	Nrf2 ARE act	EPAC2 antagonist	Nrf2 inh	EPAC2 agonist	MmCpn inh	TGFb inhibitor	A549 tox
> CC1=C(C(=O)Nc2cc(C(=O)N(C)Cc3ccccc3)ccc2C)SCCO1
 : -1.4	i	-0.1%	-1%	3%	-6%	2%	-2%	1%
> O=C(O)C1CN(C(=O)c2cccc(Br)c2)C1
 : -0.3	i	0.4%[9.22 µM]	-13%	3%	7%	-5%	8%	-10%
> O=C(Nc1ccc2c(c1)OCO2)c1cc(C2CCCCN2S(=O)(=O)c2cccs2)on1 (configuration not stated)
 : -1.4	i	0.4%[9.22 µM]	-3%	·	6%	·	28%	·
> Cn1c(Oc2ccc(F)cc2)nc2c1c(=O)n(Cc1ccccc1Cl)c(=O)n2C
 : ·	·	-1.2%	·	?	·	·	-5%	-4%
> O=C(CCc1ccccc1)Nc1ccc(F)cc1F
 : -14	i	2.4%	1%	?	8%	1%	0%	2%
> COc1ccc(-c2nc(NC(=O)c3c(C)noc3C)sc2C)cc1
 : 0.0	i	0.6%	2%	?	-3%	-2%	0%	-17%
> CCOC(=O)C1=C(C)Nc2ccccc2N=C1NC(=O)CCCN1C(=O)c2ccccc2C1=O
 : 1.7	i	-0.5%	8%	17%	4%	0%	?	-4%
> O=C(c1ccccc1)c1ccc(N2CCN(C(=O)c3ccc(F)cc3F)CC2)c(F)c1
 : 0.8	i	4.4%	-14%	·	4%	·	2%	·
> COc1ccc(NC(=O)COC(=O)c2cc(S(=O)(=O)N3CCCC3)ccc2O)cc1
 : 1.3	i	0.0%	1%	-2%	13%	-2%	0%	0%
> Cc1sc2ncnc(N3CCN(Cc4ccccc4)CC3)c2c1-c1ccccc1
 : -0.1	i	-0.7%	-14%	-16%	3%	-1%	4%	-19%
> COc1ccc(-n2c(SCC(=O)Nc3sc4c(c3C#N)CCCC4)nnc2-c2ccc(O)cc2)cc1
 : -0.7	·	-0.5%	1%	3%	7%	2%	-41%	-12%
> CCOc1ccc(OCC)c(NS(=O)(=O)c2cn(C)cn2)c1
 : -2.9	i	-0.1%	13%	10%	0%	-2%	11%	6%
> Cc1nnc(SCC(=O)Nc2nc3c(s2)CC(C)CC3)s1 (configuration not stated)
 : 3.2	i	4.7%	-1%	?	0%	-3%	-11%	-9%
> C[C@H](CO)N1C[C@H](C)[C@@H](CN(C)C(=O)Nc2ccccc2F)OCc2cnnn2CCCC1=O
 : -1.2	i	0.8%	6%	·	4%	·	-19%	·
> COc1ccc(OCC(=O)NCCCn2ccnc2)cc1
 : -0.2	i	0.4%	8%	11%	4%	1%	0%	2%
> Cc1noc(C)c1COC(=O)CCOc1ccccc1
 : -1.6	i	0.4%	-6%	?	0%	-1%	5%	·
> COC(=O)c1cn(CC(=O)N2CCCCCC2)c2ccccc12
 : -2.8	i	0.0%	1%	3%	6%	0%	2%	0%
> Cc1ccc(-n2[nH]c(=O)c3cccnc32)cc1
 : -1.8	i	0.1%	-6%	12%	13%	-4%	7%	-13%
> O=C(NCCCN1CCOCC1)c1ccc2c(c1)N(Cc1ccc(F)cc1)CCS2
 : -0.2	i	4.4%	1%	-1%	-1%	-3%	-16%	3%
> O=C(NNC(=O)c1ccc(-n2cncn2)c([N+](=O)[O-])c1)c1ccc(Cl)cc1
 : 0.4	i	-0.1%	-9%	23%	9%	1%	-11%	3%
> COc1ccc(NC(=O)CN(C)C(=O)c2ccc(OCc3ccccc3)c(OC)c2)cc1
 : 1.5	i	0.2%	3%	-11%	1%	0%	0%	-16%
> Cc1ccc(N2C(=O)c3ccccc3C2Nc2ccccc2F)nc1 (configuration not stated)
 : 1.2	i	4.2%	-29%	6%	18%	-1%	-20%	16%
> Cc1cccc(C)c1NC(=S)NCc1ccncc1
 : -0.4	i	0.0%	2%	12%	5%	1%	-31%	2%
> Cc1ccccc1-c1noc(-c2cccnc2NCc2ccco2)n1
 : ·	·	19%	·	20%	·	·	1%	-1%
> CCCCNC(=O)C1(C)CCC(=O)N1CC(F)(F)F (configuration not stated)
 : -1.6	i	-1.0%	3%	·	4%	·	-5%	·
> CC(C)(C)N(Cc1ccccc1)C(=O)CSc1ncn[nH]1
 : -0.8	i	-0.6%	1%	0%	0%	0%	-3%	0%
> N#Cc1c(N)n(CCOC(=O)c2ccc(Cl)cc2)c2nc3ccccc3nc12
 : -1.9	i	2.0%	-7%	-16%	9%	-1%	-24%	?
> Cc1cc(NC(=O)/C=C/c2ccccc2)no1
 : -4.1	i	4.3%	10%	?	5%	-3%	3%	1%
> CC1(C)Cc2c(sc3nnn(Cc4ccc(Cl)cc4)c(=O)c23)CO1
 : -1.0	i	0.1%	3%	-19%	8%	1%	-19%	10%
> O=c1c2ccccc2nc(COc2ccccc2)n1/N=C/c1cc([N+](=O)[O-])ccc1O
 : -2.4	i	2.1%	-14%	-22%	2%	2%	-24%	-9%
> O=S(=O)(c1ccc(-c2ccon2)s1)N1CCN(CCN2CCOCC2)CC1
 : -0.8	i	-0.2%	7%	2%	0%	1%	11%	2%
> O=C(/C=C/c1ccco1)Nc1ccc(CN2CCOCC2)cc1
 : -0.7	i	15%	4%	?	10%	-2%	-8%	1%
> Cc1ccc(C)c(C(=O)c2c(N)c(-c3nc(-c4ccc5c(c4)OCO5)cs3)c3ccccn23)c1
 : ·	·	-0.3%	·	3%	·	·	-8%	5%
> CC(C)(C)C(=O)Nc1nc(-c2ccc3c(c2)OCO3)cs1
 : 2.0	i	4.1%	8%	?	6%	-3%	-7%	13%
> COc1ccc(NC(=S)NC(=O)/C=C/c2ccco2)cc1
 : 0.2	i	9.3%	4%	16%	12%	-6%	-29%	-8%
> CCOC(=O)n1c(=O)n(Cc2ccc(Cl)c(Cl)c2)c2ccccc21
 : -0.7	i	3.4%	1%	·	6%	?	-5%	-25%
> Clc1ccccc1NCSC1=NCCS1
 : -3.0	i	-0.3%	-9%	4%	11%	·	10%	4%
> CCOC(=O)CC1C(=O)NCCN1S(=O)(=O)c1ccc(OC)cc1 (configuration not stated)
 : -3.4	i	-0.8%	4%	0%	-3%	-3%	-9%	1%
> Cc1cc(-c2nnc(CCC(=O)NC(C)(C)C34CC5CC(CC(C5)C3)C4)o2)no1
 : -2.0	i	-0.6%	1%	16%	3%	·	-11%	1%
> CCN(CC)S(=O)(=O)c1ccc(C(=O)Nc2cc(S(=O)(=O)N3CCOCC3)ccc2N2CCN(C)CC2)cc1
 : -3.4	i	0.6%	-6%	-12%	9%	·	2%	6%
> CS(=O)(=O)N1CCN(C2C3CC4CC(C3)CC2C4)CC1 (configuration not stated)
 : -1.8	i	-0.7%	1%	0%	12%	0%	-8%	4%
> O=c1c2nncn2c2cc(C(F)(F)F)ccc2n1CCNc1ncc(C(F)(F)F)cc1Cl
 : -0.3	i	-0.5%	-3%	-6%	-16%	0%	-19%	-8%
> CC(C)(C)c1ccc(C2C(C#N)=C(N)Oc3n[nH]c(-c4cccnc4)c32)cc1 (configuration not stated)
 : -1.9	i	-0.6%	2%	8%	9%	0%	-40%	-5%
> O=C(CSc1nnc(Cc2ccccc2)o1)Nc1ccc(Br)cn1
 : 0.4	i	2.5%	0%	7%	1%	0%	37%[activator]	-7%
> CC(C)C12CN3CC(C(C)C)(CN(C1)C31C(=O)Nc3ccccc31)C2=O (configuration not stated)
 : 1.8	i	-0.6%	5%	1%	-5%	3%	-3%	2%
> O=C(O)CCCCNCc1ccccc1
 : -19	i	-0.7%	7%	8%	10%	2%	4%	12%
> COc1ccc(-c2nc(CN3CCC(C(=O)NCCCOC(C)C)CC3)c(C)o2)cc1OC
 : ·	·	0.5%	·	7%	·	·	-8%	-1%
> CC(=O)C1CCC2C3CC(C)=C4CC(O)CCC4(C)C3CCC12C (configuration not stated)
 : -2.9	i	5.0%	-24%	-1%	13%	·	-1%	19%
> COCC(=O)NNC(=S)Nc1cccc(C)c1C
 : 0.3	i	-0.5%	7%	-12%	11%	-15%	0%	12%
> COc1ccccc1N=Cc1c(C)[nH]n(-c2ccc(C)cc2C)c1=O
 : -0.7	i	2.7%	-5%	2%	14%	0%	-5%	0%

The results go on:
Values run as follows: CCT chaperon mod	Akt phos inh	Nrf2 ARE act	EPAC2 antagonist	Nrf2 inh	EPAC2 agonist	MmCpn inh	TGFb inhibitor	A549 tox
> CN(c1ccccc1)S(=O)(=O)c1ccc(C(=O)NCc2cccnc2)cc1
 : 0.1	i	6.9%	-12%	·	-10%	·	-2%	·
> C[C@H](N)c1nnc(SCc2ccc(Cl)cc2Cl)o1
 : -0.6	i	-0.4%	-4%	5%	2%	0%	7%	4%
> COc1ccc(C2=NOC(C(=O)NCc3ccc(F)cc3)C2)cc1OC (configuration not stated)
 : 0.0	i	-0.4%	8%	3%	-2%	1%	?	2%[1.84 µM]
> O=[N+]([O-])c1ccc(CSc2nc3ncc(Br)cc3[nH]2)cc1
 : -3.5	i	1.0%	-15%	16%	0%	-1%	-4%	?
> Nc1nc(SCC(=O)Nc2ccc3c(c2)CCC3)n[nH]1
 : 2.0	i	2.8%	-3%	0%	4%	-1%	-10%	-5%

Only part of the results is shown (hit frequency here may not be typical).
